Screens (PubChem)
14-3-3g Raf = modulators of human 14-3-3 gamma - Raf peptide interaction. P61981. FP, 14-3-3gamma / TMR-pS259-Raf peptide binding. inhibition, % at 40 µM. 160,000 tested, 0.19% active. AID 422; in the data active = inhibition above about 30%;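 note: 0% = protein plus tracer without compound and 100% = blank with tracer alone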
Target sequence (P61981 whole entry, looked up): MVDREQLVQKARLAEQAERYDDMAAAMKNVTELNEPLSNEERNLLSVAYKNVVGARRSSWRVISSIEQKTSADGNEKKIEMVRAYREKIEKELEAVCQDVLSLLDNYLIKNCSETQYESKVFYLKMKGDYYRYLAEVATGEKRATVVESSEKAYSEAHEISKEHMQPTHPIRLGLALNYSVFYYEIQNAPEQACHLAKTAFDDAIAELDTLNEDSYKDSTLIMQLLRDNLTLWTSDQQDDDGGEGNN
* = called active by the depositor; & = joins results of further samples.

SMILES	14-3-3g Raf
COCCN1C(=O)c2oc3ccccc3c(=O)c2C1c1ccc(OC)c(OC)c1 (centres undefined)	-6
N#Cc1c2c(c(N3CCN(Cc4ccc(F)cc4)CC3)n3c1nc1ccccc13)CCC2	-81
COc1cc2c(=O)n(CC3CCCO3)c(=O)n(CC(=O)Nc3cccc(Cl)c3)c2cc1OC (centres undefined)	-3&-11
O=C(Nc1ccc(S(=O)(=O)Nc2nccs2)cc1)c1cc([N+](=O)[O-])ccc1Cl	8
COC(=O)C1=C(C)N(C)C(C)=C(C(=O)OC)C1c1ccccc1F	-17
Cc1c(Cl)cccc1NC(=O)c1ccc(Oc2cccc(C(F)(F)F)c2)c(S(=O)(=O)N2CCCC2)c1	0
CC(=O)Oc1ccc(C(=O)Nc2ccc(F)cc2)cc1	-2
OC(COc1ccc2ccccc2c1)CN1CCCC1 (centres undefined)	5
COc1ccc(-n2nc3c(c2NC(=O)c2cccs2)CS(=O)C3)cc1 (centres undefined)	6
COc1ccc(OC)c(C2SCCN2S(=O)(=O)c2ccc(-c3ccccc3)cc2)c1 (centres undefined)	-11
C=CCN(C(=O)c1cccc(N2C(=O)C3CC=CC(C)C3C2=O)c1)c1ccccc1 (centres undefined)	-4
Cc1ccc(N2NC3(CCCC3)NC2=S)cc1	-13
CCSc1nc2c(c(=O)[nH]1)C(c1cccc(Br)c1)C(C(=O)OC(C)C)=C(C)N2 (centres undefined)	3
CC(=O)NC1CCC2C3CC=C4CC(OC(C)=O)CCC4(C)C3CCC12C (centres undefined)	0
Cc1cc(NC(=O)C(C)(C)C)no1	4
CCCOc1ccc(N2C(=O)CC(NCCc3ccc(Cl)cc3)C2=O)cc1 (centres undefined)	-2
O=C(CSc1nc2ccccc2c(=O)n1CCC(=O)N1CCCCC1)Nc1cccc(C(F)(F)F)c1	-4
O=C(c1ccc(Br)o1)N1CCN(c2ccccc2F)CC1	-3
O=C(NC1CCCCC1)c1ccc(CSc2ccc(Cl)cc2)cc1	-2
COC(=O)c1ccc(C2C(C(=O)OC3CCCCC3)=C(C)NC3=C2C(=O)CC(C)(C)C3)cc1 (centres undefined)	-21
COCCCN1C(=O)C(=O)/C(=C(/O)c2ccccc2)C1c1ccc(C)cc1 (centres undefined)	-10
O=C(CN1N=C(c2ccccc2)CCC1=O)NCc1ccccn1	-1
O=[N+]([O-])c1cc(Oc2ccc(Cl)cc2)c2c(c1)Oc1ccccc1C=C2	-8
O=[N+]([O-])c1c(Nc2ccccc2)ccc2nonc12	1
Cc1cccc2nc(-c3cccc(NC(=O)C(C)C)c3)cn12	-4
Cc1ccc(-c2nn(CC(=O)Nc3ccc(OC(F)(F)F)cc3)c(=O)c3ccccc23)cc1S(=O)(=O)N1CCOCC1	-10
Cc1nc(N)sc1Cc1ccc2c(c1)OCO2	-7
CS(=O)(=O)c1ccc2nc(NC(=O)c3cccc(Cl)c3)sc2c1	2
Cc1ccc(S(=O)(=O)c2c(C)nn(C(C)(C)C)c2OC(=O)c2ccccc2Cl)cc1	0
Cc1c(Cl)cccc1NC(=O)c1cc(S(=O)(=O)N2CCN(Cc3ccc4c(c3)OCO4)CC2)ccc1F	0
C=CCc1ccccc1OCC(O)Cn1ccnc1C (centres undefined)	7
CSc1oc(-c2ccco2)nc1S(=O)(=O)c1ccc(Br)cc1	-3&-8
CC1(C)Cc2ccccc2-c2nnc(SCC(=O)N3CCN(c4ccccc4)CC3)n21	-4
CNS(=O)(=O)c1cc(-c2nnc(Nc3ccc(C(=O)N(C)C)cc3)c3ccccc23)ccc1C	-11
O=C(CSc1nc2c([nH]c3ccccc32)c(=O)n1-c1ccccc1)NC1CCCCC1	2
Cc1ccc(S(=O)(=O)N2CCC(C(=O)OCc3ccc([N+](=O)[O-])cc3)CC2)cc1	-3
Cc1noc(C)c1S(=O)(=O)N1CCC(C(=O)N(C)Cc2ccccc2)CC1	-4&4
O=C(Nc1ccc(F)cc1)c1cc(S(=O)(=O)N2CCCCC2)ccc1F	1
COC(=O)c1[nH]c2cc(OC)ccc2c1NC(=O)CN1CCOCC1	-5
O=C(O)CCCNCc1ccccc1F	-1&-9
O=S(=O)(c1ccc(F)cc1)N(Cc1ccccc1)c1ccccn1	-1
CCOCCn1c(SCc2ccc(Cl)cc2)nc2c1c(=O)[nH]c(=O)n2C	-1
NC(=O)c1c(NC(=O)c2ccc(Cl)cc2)sc2c1CCCC2	40*
CCOC(=O)c1ccc(NC(=O)CN2CCc3ccccc3C2)cc1	1
CCOc1ccc(C(=O)Nc2ccc(-c3cc4ccccc4oc3=O)cc2)cc1Br	-7
CCC(=O)Nc1sc2c(c1C(=O)Nc1ccc(OC)cc1)CCCC2	5
O=C(CCC1CCCCC1)Nc1c2c(nn1-c1ccc(F)cc1)CSC2	-9
CCOCCCNC(=O)C1Cc2ccccc2CN1S(C)(=O)=O (centres undefined)	-3
Cc1cccc(-c2nc(CSCC(=O)N3CCN(Cc4ccc5c(c4)OCO5)CC3)c(C)o2)c1	-5
COCCSc1nnc(NS(=O)(=O)Cc2ccccc2)s1	-2
COCCOC(=O)C1=C(C)NC2=C(C(=O)C(C(=O)OC)C(C)C2)C1c1cccc(Br)c1 (centres undefined)	-4
CC[N+](C)(C)Cc1ccccc1Br	1&5
CN(C)CCN(Cc1ccccc1)c1ccccn1	-9
CN(CC(=O)NCc1cccc(F)c1)C(=O)c1ccco1	2
CCOc1ccccc1NC(=O)CSC1=Nc2ccccc2C2=NC(c3ccccc3)C(=O)N12 (centres undefined)	-77
CC(=O)Oc1ccc2cc(-c3nc(-c4cccs4)cs3)c(=O)oc2c1	-100
CC(C)CCn1cnc2c(sc3nc4c(cc32)COC(C)(C)C4)c1=O	-1
CCOc1ccccc1NC(=O)c1ccc2nccnc2c1	-13
CCS(=O)(=O)N1CCN(Cc2ccc3c(c2)OCO3)CC1	-6
Cc1ccc(N2CC(C(=O)NCc3ccccn3)CC2=O)cc1 (centres undefined)	-1

An excerpt from above in order of formula weight, falling:
SMILES	14-3-3g Raf
COCCOC(=O)C1=C(C)NC2=C(C(=O)C(C(=O)OC)C(C)C2)C1c1cccc(Br)c1 (centres undefined)	-4
Cc1cccc(-c2nc(CSCC(=O)N3CCN(Cc4ccc5c(c4)OCO5)CC3)c(C)o2)c1	-5
CCOc1ccccc1NC(=O)CSC1=Nc2ccccc2C2=NC(c3ccccc3)C(=O)N12 (centres undefined)	-77
CCOc1ccc(C(=O)Nc2ccc(-c3cc4ccccc4oc3=O)cc2)cc1Br	-7
CCOCCn1c(SCc2ccc(Cl)cc2)nc2c1c(=O)[nH]c(=O)n2C	-1
CC(=O)Oc1ccc2cc(-c3nc(-c4cccs4)cs3)c(=O)oc2c1	-100
CCC(=O)Nc1sc2c(c1C(=O)Nc1ccc(OC)cc1)CCCC2	5
CC(C)CCn1cnc2c(sc3nc4c(cc32)COC(C)(C)C4)c1=O	-1
COCCSc1nnc(NS(=O)(=O)Cc2ccccc2)s1	-2
O=S(=O)(c1ccc(F)cc1)N(Cc1ccccc1)c1ccccn1	-1
CCOCCCNC(=O)C1Cc2ccccc2CN1S(C)(=O)=O (centres undefined)	-3
CCS(=O)(=O)N1CCN(Cc2ccc3c(c2)OCO3)CC1	-6
Cc1ccc(N2CC(C(=O)NCc3ccccn3)CC2=O)cc1 (centres undefined)	-1
CCOc1ccccc1NC(=O)c1ccc2nccnc2c1	-13
CN(CC(=O)NCc1cccc(F)c1)C(=O)c1ccco1	2
CN(C)CCN(Cc1ccccc1)c1ccccn1	-9
CC[N+](C)(C)Cc1ccccc1Br	1&5

Remaining list, next part
SMILES	14-3-3g Raf
COc1ccc(NC2CS(=O)(=O)CC2NCc2ccco2)cc1 (centres undefined)	-47
O=C(CCN1C(=O)c2ccc([N+](=O)[O-])cc2C1=O)Nc1cccc(O)c1	-16
CCOC(=O)c1ccc2c(c1)C(=O)N(c1ccc(Oc3ccccc3C)cc1)C2=O	5
Cc1ccc2c(c1)N(CCC(=O)NC(C)C)C(=O)CO2	-3
COc1ccc(-c2nc(C(N)=O)c3[nH]c(=O)n(-c4ccccc4OC)c3n2)c(OC)c1	-1
Cc1nc2ccccc2n1CCOc1ccc([N+](=O)[O-])cc1	-7
COc1ccc(Nc2c(-c3ccc(N(C)C)cc3)nc3cnccn23)cc1	-1
O=C(COc1nc2ccccc2nc1N1CCOCC1)N1CCc2ccccc21	-5
CCCN1CCN(C(=O)CN2C(=O)CSc3ccc(S(=O)(=O)N4CCC(C)CC4)cc32)CC1	1
O=C(NCCc1ccccc1)C1c2ccccc2Oc2ccccc21	-3
CC1=C(C(=O)Nc2ccc(C)cc2C)C(c2ccccc2F)NC(=S)N1 (centres undefined)	0
Cc1cccc(-n2nc3c(c2NC(=O)COc2ccc(Cl)cc2)CSC3)c1	-9
Cc1cccc2cc(CN(Cc3ccco3)C(=O)c3cccs3)c(=O)[nH]c12	-2
O=C(CCC(=O)OCC(=O)c1ccccc1)NC1CCCCC1	-2
CCC1CCCCN1S(=O)(=O)c1ccc2[nH]c(=O)cc(C(=O)NC3CCCC3)c2c1 (centres undefined)	-5

The closing 2 entries of the section above lead into the next:
SMILES	14-3-3g Raf
O=C(CCC(=O)OCC(=O)c1ccccc1)NC1CCCCC1	-2
CCC1CCCCN1S(=O)(=O)c1ccc2[nH]c(=O)cc(C(=O)NC3CCCC3)c2c1 (centres undefined)	-5
Cc1ccc(-c2nc(-c3ccccc3)no2)c(Cl)c1	-5
O=C(NCCC1=CCCCC1)c1cnn2c(C(F)(F)F)cc(-c3cccs3)nc12	-20
N#CC1=C(N)Oc2c(oc(CO)cc2=O)C1c1cccs1 (centres undefined)	-1
O=C(c1nn2c(C(F)(F)F)cc(-c3ccccc3)nc2c1Cl)N1CCCCCC1	-6
CCc1cccc(N=c2oc3c(OC)cccc3cc2C(=O)Nc2nccs2)c1	6
CC1(C)CC(=O)c2cc(C(=O)Nc3ccc(S(N)(=O)=O)cc3)c(=O)n(-c3ccccc3)c2C1	1
COc1cc2c(cc1OC)C(C(=O)N1CCN(c3ccccc3F)CC1)C(c1ccccc1F)N(C)C2=O (centres undefined)	-3
COc1ccc(NC(=O)c2c(NCc3cccs3)sc3c2CCC(C)C3)c(OC)c1 (centres undefined)	-16
C=CCOC(=O)c1sc(NC(=O)c2ccco2)nc1C	-3
CCc1ccc(N2C(=O)C3ON(c4ccccc4)C(c4ccco4)C3C2=O)cc1 (centres undefined)	-6
OC(c1ccc2c(c1)OCO2)c1nccc2ccccc12 (centres undefined)	-1
Cc1nc2c(C(=O)N3CCN(C)CC3)cnn2c(C)c1Cc1ccc(Cl)cc1	-4
COc1ccccc1C1NC(=O)NC(C)=C1C(=O)OCCC(C)C (centres undefined)	-4
O=C(CCC1COc2ccccc2O1)N1CCCC1 (centres undefined)	0
Cc1cc(Cl)n2nc(C)c(-c3ccc(Cl)cc3)c2n1	-22
N=C1C(c2nc3ccccc3c(=O)[nH]2)=C(O)CN1c1ccc2c(c1)OCO2	-83
CCN1C(=O)C(C(O)c2cc(OC)ccc2OC)SC1=Nc1ccc(C(=O)OC)cc1 (centres undefined)	7
CSCCOC(=O)C1=C(C)NC(=O)CC1c1ccccc1Cl (centres undefined)	-3
CCOc1ccc(N2C(=O)c3cc([N+](=O)[O-])cc4cc([N+](=O)[O-])cc(c34)C2=O)cc1	-166
c1ccc2c(c1)N1CCN=C1N2CCN1CCCCC1	-7
Oc1ccc(CNc2ccccc2)c2cccnc12	-6
CCCCC(=O)Nc1ccc2c(c1)nc(CCN1CCOCC1)n2C	-1
CCN1CCCC1CNC(=O)c1cn(CCOC)c(=O)c2c1c1ccccc1n2C (centres undefined)	-64
O=C(COc1ccccc1Cl)Nc1ccc(-c2nnc(-c3ccco3)o2)cc1	-5
CC1(C)CC(=O)c2c(nn(-c3ccccc3)c2N)C1	0
COCCn1c(CN2CCN(c3ccc(F)cc3)CC2)nc2c1c(=O)n(C)c(=O)n2C	-5
Cc1cccc(N2CCN(C(=O)c3ccc4nc5ccc(Cl)cc5c(=O)n4c3)CC2C)c1 (centres undefined)	-25
CCc1ccccc1NC(=O)c1cc2nc(-c3ccccc3)cc(C)n2n1	-15
CN(c1ccc(C(=O)Nc2ccccc2C(F)(F)F)cc1)S(C)(=O)=O	-2
COc1ccc(NC(=O)c2c(NC(=O)CNCc3ccco3)sc3c2CCC3)c(OC)c1	0
COc1cc2c(cc1OC)C1C(C(=O)N3CCN(Cc4ccc5c(c4)OCO5)CC3)c3ccccc3C(=O)N1CC2 (centres undefined)	-1
CCCc1cc(=O)oc2c(C)c(OCC(=O)OCC)ccc12	6
CC(=O)c1ccc(NC(=O)c2oc(=O)c3ccccc3c2-c2ccccc2)cc1	0
CCOC(=O)C1C(=O)C=C(c2cccs2)CC1c1cccc(OC)c1OC (centres undefined)	-11
O=S(=O)(CCN(CCS(=O)(=O)C(F)(F)F)CC1CCCO1)C(F)(F)F (centres undefined)	-1
OCCN(CCO)c1ncnc2c1sc1nc(N3CCOCC3)c3c(c12)CCCC3	-12
O=C1c2ccc(Oc3ccc([N+](=O)[O-])cc3)cc2C(=O)N1c1ccc2c(c1)OCO2	-40
Fc1cc2ncn(Cc3ccccc3)c2cc1F	-20
Cn1cc(CCC(=O)NCc2ccc3c(c2)OCO3)c2ccccc21	-1
CCOC(=O)c1cn(CC)c2cc(N3CCSCC3)c(F)cc2c1=O	0
Cc1ccc2c(Cl)cc(Cl)c(OCC(=O)NC(=O)NCc3ccco3)c2n1	1
CC(=O)CSc1nnc(-c2ccc(Br)cc2)o1	-3
O=C(Oc1ccc(S(=O)(=O)c2ccc(OC(=O)c3cccs3)cc2)cc1)c1cccs1	-49
CCOc1ccc(C2C(N3C(=O)c4ccccc4C3=O)C(=O)N2c2cccc(Cl)c2)cc1 (centres undefined)	0
COc1cc(C2C(C(=O)Nc3ccc(C)cn3)=C(C)NC3=C2C(=O)CC(C)(C)C3)ccc1OCc1ccccc1 (centres undefined)	-6
CC1=C(C(=O)OCCc2ccccc2)C(c2cccnc2)C2=C(CCCC2=O)N1 (centres undefined)	6
CCOc1ccc(C2C3=C(CC(C)(C)CC3=O)Nc3nc(SCc4ccc([N+](=O)[O-])cc4)[nH]c(=O)c32)cc1 (centres undefined)	0
N#Cc1cnc(SCC(=O)c2ccccc2)nc1N	-6
C=CCn1c(CNc2ccc(C)cc2)nnc1SCC(=O)c1ccccc1	-4
Cc1cc2c(c(=O)[nH]1)C(=O)OC2=Cc1cccc(F)c1	-3
COC(=O)c1ccc(Sc2ccc(C)cc2)c(NC=O)c1	1
O=C(O)CN1C(=O)C2C3CC(C(Br)C3Br)C2C1=O (centres undefined)	-6

Not all compounds are listed. The share of hits here may be higher or lower than overall.
